Chronic BCR inh – qHTS Assay to Find Inhibitors of Chronic Active B-Cell Receptor Signaling. ABC-DLBCL IkBa-CBG/CBR reporter, luminescence ratio, 4 h. Potency, µM (series often up to 46.1 µM), without a hit: top-dose ratio change, negative = lower green/red ratio, actives largely listed as inhibitors. 340,000 compounds, 0.05% hits; active = well fitted inhibition curve with a large enough effect in the signal ratio, with a control signal flat, not every such curve was filed as active; inconclusive = small, poorly fitted or top-dose-only effect, or effect the other way, or a change in a side signal; the % refers to the signal ratio;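 also: potency is read from the fitted curve at half-maximal effect; plate controls were basal doxycycline-induced cells for no effect and cells given 10 µM MG132 for full effect; MG132 reads +100%, hits lower the ratio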
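Cell line TMD8 (human ABC DLBCL), stably expressing tet-inducible CBG68-IkBa fusion and CBR; IMDM/0.5% FBS; cpd up to 46 uM; dox induction, 4 h, 37C/5% CO2; dual luminescence; green/red ratio; MG132 control.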
MLL CXXC-DNA inh – qHTS Fluorescence Polarization Assay for Inhibitors of MLL CXXC domain - DNA interaction; MLL-CXXC / FITC-HOXA9 DNA fluorescence polarization; Histone-lysine N-methyltransferase 2A (Homo sapiens), Q03164; Potency, µM (top dose mostly 115 µM), for inactives: at the highest dose activity change, negative = inhibition, most hits filed as inhibitors; 290,000 compounds, 0.037% hits; active = well fitted inhibition curve with a large enough effect in the polarisation, with a control signal flat, not every such curve was filed as active; inconclusive = small, poorly fitted or top-dose-only effect, or effect the other way, or a change in a side signal; inactive = no such curve, though single readings can be large or run the other way; the % refers to the polarisation; also: potency is read from the fitted curve at half-maximal effect
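Purified MLL-CXXC (added from a 7 uM solution) was preincubated 5 min at ambient with pinned compounds in 50 mM Tris-HCl pH 7.5, 50 mM NaCl, 1 mM DTT, 0.05% BSA. Fluorescein-labeled HOX-A9 DNA (50 nM solution) followed, 30 min, then polarization read.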
TCR act – Activators of T cell receptors: qHTS campaign; Potency, µM (highest dose often 9.22 µM), without a hit: top-dose activation of IL-2 secretion, hits mostly activators; primary human leukocytes, anti-CD3, IL-2 HTRF, 48 h; 330,000 tested, under 10 active; also: % of control where 0% means no effect
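Human primary leukocytes + a-CD3 beads + cpd, 48 hr; IL-2 in supernatant by HTRF (ex 320nm / em 665nm). No co-stimulatory signal supplied.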
GALK inh – qHTS Assay for Inhibitors of Human Galactokinase (GALK); Potency, µM (highest dose often 57.5 µM), for inactives: at the top dose activity change, negative = inhibition, actives largely listed as inhibitors; AID 1868, 2009; 270,000 compounds, 0.007% hits; Purified GALK, Kinase-Glo residual ATP luminescence; P51570; also: potency is read from the fitted curve at half-maximal effect; % is scaled to controls: 0 for no effect and ±100 for the full control effect
Target sequence (P51570 whole entry, looked up): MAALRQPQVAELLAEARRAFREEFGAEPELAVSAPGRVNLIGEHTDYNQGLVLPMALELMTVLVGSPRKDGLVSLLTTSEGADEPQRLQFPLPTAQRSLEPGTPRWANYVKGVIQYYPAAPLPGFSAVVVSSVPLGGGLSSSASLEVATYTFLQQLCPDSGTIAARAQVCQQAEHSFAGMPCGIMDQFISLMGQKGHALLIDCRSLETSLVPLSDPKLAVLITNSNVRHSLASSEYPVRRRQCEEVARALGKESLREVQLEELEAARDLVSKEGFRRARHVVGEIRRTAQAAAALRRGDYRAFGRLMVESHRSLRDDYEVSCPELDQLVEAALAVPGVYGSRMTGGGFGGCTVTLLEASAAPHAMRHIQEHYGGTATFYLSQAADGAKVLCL
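Compounds were pin-transferred into ATP buffer (35 uM final), then GALK plus galactose (5 nM, 100 uM final) was added. After 1 h at room temperature, Kinase-Glo Plus was added and luminescence read after 10 min.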
A-T KAP1 phos – qHTS Assay for Identifying a Potential Treatment of Ataxia-Telangiectasia | […] A-T fibroblasts, KAP-1 phosphorylation AlphaLISA; neocarzinostatin DNA damage 30 min before lysis | Potency, µM (doses to about 57.5 µM), for the others: top-dose activation, actives largely listed as activators | 320,000 compounds, 0.19% hits | AID 485349, 2010; also: potency is read from the fitted curve at half-maximal effect; % of control where 0% means no effect; nearly all actives have a fitted effect of over 45% in size
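ATM-like activity read as KAP-1 phosphorylation via AlphaLISA donor/acceptor antibody pairs after lysis and 6 hr at 25C. Cells were ATM-null patient fibroblasts ([…], hTERT), dosed 60 min, then exposed to the DSB inducer NCS for 30 min.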
TSHR antagonist – Antagonists of the Thyroid Stimulating Hormone Receptor: HTS campaign. activity change, negative = inhibition, % at 11.5 µM. 330,000 compounds, 0.2% hits. Thyrotropin receptor (Homo sapiens), P16473. AID 504810, 2011. TSHR-expressing cells, TSH-stimulated cAMP HTRF, 2 h; hits give low values;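 active = activity change below a set negative limit, meaning inhibition stronger than a set level, cut at about -70% in these data; inconclusive = activity change between two set negative limits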; also: % is scaled to controls: 0 for no effect and ±100 for the full control effect
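Inhibition of cAMP made by TSHR-expressing cells under TSH stimulation (4nM final, EC80; 2 h, 37 deg C) is quantified with a one-step lysis HTRF kit, anti-cAMP cryptate versus cAMP-d2.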
hERG WT inh – qHTS for Inhibitors of KCHN2 3.1: Wildtype qHTS; Voltage-gated inwardly rectifying potassium channel KCNH2 (Homo sapiens), Q12809; U2OS, BacMam KCNH2, thallium flux FluxOr; hits give low values; activity change, % at 1.84 µM; 340,000 compounds, 0.37% hits;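 active = maximum activity change below -70%; inconclusive = maximum activity change between -70% and -50%; inactive = maximum activity change above -50%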; also: % is scaled to controls: 0 for no effect and ±100 for the full control effect
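U2OS cells transduced with wild-type KCNH2 virus are loaded with FluxOr dye for 45 min, and thallium flux is measured in kinetic reads before and after stimulation buffer. Rate constants are normalized to DMSO controls.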
Tb PFK inh – qHTS Assay to Find Inhibitors of T. brucei phosphofructokinase; Potency, µM (series often up to 57.5 µM), for inactives: at the highest dose activity, negative = inhibition, hits mostly inhibitors; T. brucei PFK, ADP-Glo luminescence; 330,000 compounds, 0.17% hits; AID 485367, 2010; ATP-dependent 6-phosphofructokinase (Trypanosoma brucei brucei), O15648;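 also: potency is read from the fitted curve at half-maximal effect; 0% = uninhibited 1x PFK enzyme wells and -100% = no-enzyme wells; nearly all actives have a fitted effect of over 60% in size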
Target sequence (O15648 whole entry, looked up): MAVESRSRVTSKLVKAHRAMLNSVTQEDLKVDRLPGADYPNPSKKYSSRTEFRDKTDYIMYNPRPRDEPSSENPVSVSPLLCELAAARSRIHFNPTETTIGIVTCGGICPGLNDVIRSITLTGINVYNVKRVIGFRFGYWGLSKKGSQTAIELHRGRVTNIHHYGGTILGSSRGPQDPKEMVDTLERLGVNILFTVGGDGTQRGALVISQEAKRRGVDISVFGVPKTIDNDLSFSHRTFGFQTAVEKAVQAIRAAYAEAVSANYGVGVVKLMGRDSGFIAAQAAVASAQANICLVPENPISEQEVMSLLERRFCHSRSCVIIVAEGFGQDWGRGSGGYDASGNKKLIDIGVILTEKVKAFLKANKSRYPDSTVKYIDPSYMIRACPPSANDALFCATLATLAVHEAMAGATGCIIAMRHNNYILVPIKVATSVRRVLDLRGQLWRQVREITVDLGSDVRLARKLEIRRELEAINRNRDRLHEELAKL
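Compounds were pin-transferred as a titration series up to 57 uM into substrate buffer (0.5 mM F6P, 0.1 mM ATP, pH 8.0), then 1.25 nM PFK was added and reactions ran 45 min before ADP-Glo detection.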
Giardia killer – Small Molecules that selectively kill Giardia lamblia: qHTS | Giardia lamblia trophozoite viability | activity change, % at 7.66 µM, hits read low | 340,000 compounds, 0.15% hits | AID 540267, 2011; in the data active = activity change below about -80%; inconclusive = between about -30% and that limit;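 also: parasites exposed to compound for two days anaerobically before the ATP read; % is scaled to controls: 0 for no effect and ±100 for the full control effect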
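ATP-content bioluminescence gauges trophozoite survival. Cells (100/well) receive compound and incubate anaerobically for 48 hrs at 37 deg C; detection reagent follows for 15-30 min at room temperature.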
Coupling enz – qHTS Assay for Inhibitors of Fructose-1,6-bisphosphate Aldolase from Giardia Lamblia: Coupling assay counterscreen; AID 2472, 2010; coupling enzyme system counterscreen, AmpLite Red fluorescence; 290,000 compounds, 0.67% hits; activity change, negative = inhibition, % at 58.2 µM, hits read low; in the data active = activity change below about -30%; also: % is scaled to controls: 0 for no effect and ±100 for the full control effect
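Activity here indicates interference with the coupling reaction, not aldolase inhibition. Compounds at 57.5 uM final met coupling enzymes for 10 min at RT; substrate and AmpLite Red detection followed, with a 525/598 nm fluorescence read after 20 min.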
Starred values were filed as active, the others as inactive; ? = inconclusive; . = not tested or not shown; & = joins results of further samples; [ ] = dose if it differs, or a comment. Unless noted, calls follow the shape of the dose curve; as a rule, active = well fitted curve in the direction sought with a large enough effect; inconclusive = small, poorly fitted or top-dose-only effect, or another doubt; inactive = no such curve, though single readings can be large; an effect the other way counts as inactive or inconclusive.

1: CCCNC(=O)CN1C(=O)NC(CC)(c2ccc(F)cc2)C1=O (configuration not stated)
2: COc1cc(COCC(O)CN2CCc3ccccc3C2)cc(OC)c1OC (configuration not stated)
3: CC(OC(=O)c1cccs1)C(=O)NC1CC1 (configuration not stated)
4: CN(c1ccccc1)S(=O)(=O)c1cccc(C(=O)NNC(=O)c2ccncc2)c1
5: C=CCC[C@H](Cc1ccc(F)cc1)C(=O)OC[C@@H](NC(=O)[C@H](CC=C)CC(=O)NCCO)c1ccccc1
6: CNC(=O)c1c(NC(=O)C2=COCCO2)sc2c1CCN(C(=O)OC)C2
7: CN(Cc1nccs1)C(=O)c1ccc2nc(Cc3ccccc3F)oc2c1
8: C=C(C)COc1cc2oc(=O)c(CC(=O)N3C[C@H]4C[C@@H](C3)c3cccc(=O)n3C4)c(C)c2cc1Cl
Assay by compound,1,2,3,4,5,6,7,8
Chronic BCR inh,-13%,-2%,-13%,-9%,1%,0%,5%,8%
MLL CXXC-DNA inh,0%,5%,1%,.,.,.,-9%,-1%
TCR act,0%,-15%,-4%,-3%,6%,-2%,3%,10%
GALK inh,-3%,12%,5%,.,.,.,-2%,.
A-T KAP1 phos,4%,-4%,-4%,-4%,-1%,1%,5%,2%
TSHR antagonist,-4,-1,3,-13,-9,-4,-20,-10
hERG WT inh,5,1,0,3,-9,-5,-2,-3
Tb PFK inh,1%,2%,-3%,-1%,-1%,-16%,-7%,2%
Giardia killer,6,-15,8,20,19,-22,6,5
Coupling enz,-1,0,0,.,.,.,.,-1

Along the list, quoted from above:
A-T KAP1 phos, nos. 1–8: 4%, -4%, -4%, -4%, -1%, 1%, 5%, 2%

An excerpt from above with just TSHR antagonist, Giardia killer and MLL CXXC-DNA inh:
no. | molecule | TSHR antagonist | Giardia killer | MLL CXXC-DNA inh
3 | CC(OC(=O)c1cccs1)C(=O)NC1CC1 (configuration not stated) | 3 | 8 | 1%
5 | C=CCC[C@H](Cc1ccc(F)cc1)C(=O)OC[C@@H](NC(=O)[C@H](CC=C)CC(=O)NCCO)c1ccccc1 | -9 | 19 | .

Remaining list, next part.
9: CCCC12CN3CC(C)(CN(C1)C3c1ccc([N+](=O)[O-])o1)C2=O (configuration not stated)
10: CCC(=O)c1ccc(OCC(=O)OCC(=O)N2c3ccccc3CC2C)cc1 (configuration not stated)
11: COc1ccc2o/c(=N/NC(=S)Nc3ccccc3)c(C(N)=O)cc2c1
12: COc1ccc(CN2CCN(C(=O)c3ccc(S(=O)(=O)NCc4ccco4)cc3)CC2)cc1
13: CCCN(CCC)C(=O)Cn1ccc(=N)c2ccccc21
14: Cc1cc(C)n(-c2nc(NC(C)C)nc(NC(C)C)n2)n1
15: Cc1cc(N(CN2CCCC2=O)C(=O)c2ccc(F)cc2)no1
16: CCn1cc(C(=O)NC2CCCCC2)c(=O)c2cc(S(=O)(=O)N(C)C)ccc21
Assay by compound,9,10,11,12,13,14,15,16
Chronic BCR inh,6%,0%,?,0%,0%,?,0%,-1%
MLL CXXC-DNA inh,1%,.,?,.,16%,19%,-6%,-4%
TCR act,6%,-17%,-1%[46.1 µM],-3%,-7%,4%,8%,-40%
GALK inh,.,.,-1%,.,-2%,-1%,-1%,-1%
A-T KAP1 phos,4%,7%,-2%,-1%,-8%,2%,1%,-3%
TSHR antagonist,-1,0,-6,-34,3,18,17,-2
hERG WT inh,0,28,.,2,-19,14,0,0
Tb PFK inh,0%,-9%,4%,-2%,-2%,-8%,3%,4%
Giardia killer,-87*,12,.,-10,1,-10&4,0,0
Coupling enz,6,.,1,.,-1,0,0,6

17: O=C(/C=C/Nc1ccc(S(=O)(=O)Nc2ncccn2)cc1)c1ccc2ccccc2c1
18: COc1ccccc1OCCSc1nc2ccccc2n1CCC(=O)O
19: CCc1cc(CN2CCOCC2)c(NC(=O)c2ccccc2)s1
20: COc1ccc(/C=N/NC(=O)c2ccncc2)cc1CN1CCN(c2ccc(F)cc2)CC1
21: CC1CCN(S(=O)(=O)c2ccc(NC(=O)c3ccco3)cc2)CC1
22: Cc1ccccc1OCC(=O)NCC(=O)OCc1ccc(Br)cc1
23: O=C(Nc1cccc(N2CCCC2)c1)c1cccs1
24: CCN(CC(=O)Nc1c(F)cccc1F)C(=O)c1ccc(-c2ccccc2)cc1
Assay by compound,17,18,19,20,21,22,23,24
Chronic BCR inh,9%,0%,1%,-17%,0%,-3%,-1%,?
MLL CXXC-DNA inh,-24%,-10%,-3%,8%,-6%,0%,8%,.
TCR act,-2%,5%,2%,-6%,-1%,2%,-5%,-4%
GALK inh,-4%,5%,11%,4%,-2%,4%,-2%,.
A-T KAP1 phos,1%,3%,4%,0%,5%,27%,-3%,-5%
TSHR antagonist,-7,1,8,1,2,-12,-19,-1
hERG WT inh,1,-5,10,18,-1,8,-3,-9
Tb PFK inh,0%,-4%,-1%,-3%,0%,2%,0%,-3%
Giardia killer,4,-9,17,18,6,5,-2,10
Coupling enz,1,0,-1,2,2,.,-4,.

25: CCn1c(=NC(=O)C2COc3ccccc3O2)sc2c(OC)ccc(OC)c21 (configuration not stated)
26: COc1ccc(CCNC(=O)CCC(=O)NC2CCCC(C)C2C)cc1OC (configuration not stated)
27: CCN=c1scc(-c2ccco2)n1/N=C/c1ccc(O)cc1
28: O=[N+]([O-])c1cc([N+](=O)[O-])c(Oc2cc(F)cc(F)c2)cc1NN1CCCCC1
29: COc1ccc(Nc2nc(-c3c(C)nc4ncccn34)cs2)cc1
30: CCCCS(=O)(=O)/C=C\C=C/S(=O)(=O)CCCC
31: Cc1cc(Br)ccc1NC(=O)CN(C)Cc1cccs1
32: O=c1c2c(nc3nc(NCc4cccc5ccccc45)[nH]n13)CCC2
Assay by compound,25,26,27,28,29,30,31,32
Chronic BCR inh,?,-2%,?,-6%,3.5µM*,?,?,-1%
MLL CXXC-DNA inh,14%,10%,3%,.,10%,-19%,22%,20%
TCR act,6%,4%,-6%,3%,3%,-2%,2%,1%
GALK inh,1%,-2%,0%,.,9%,1%,1%,-1%
A-T KAP1 phos,-31%,26%,.,-10%,-8%,-15%,3%,-3%
TSHR antagonist,-28,7,-20,3,-4,?,-3,-2
hERG WT inh,0,-7,2,1,-11,1,2,5
Tb PFK inh,1%,0%,3%,4%,5%,0%,2%,5%
Giardia killer,-17,-17,11,-18,5,-17,3,-1
Coupling enz,0,0,4,.,-12,0,-1,0

33: COc1cc(NC(=O)CSc2nc3ccccc3cc2Cc2ccccc2)cc(OC)c1
34: O=C(C[C@@H]1C/C=C\C[C@H](Cc2ccc(F)cc2)C(=O)OC[C@@H](Cc2c[nH]c3ccccc23)NC1=O)NCCO
35: Cc1ccccc1Oc1cccc(C(=O)/C(C#N)=C/N(C)C)c1
36: COc1ccc(C(=O)Nc2ccccc2N2CCOCC2)cc1[N+](=O)[O-]
37: CCc1ccccc1NC(=O)CCCN1C(=O)c2cccnc2C1=O
38: COc1ccc(OC)c(NS(=O)(=O)c2ccc3c(c2)n(C)c(=O)n3C)c1
39: CCN1C(=O)c2cccc3c(S(=O)(=O)Nc4ncccc4C)ccc1c23
40: Cc1ccccc1-n1c(=O)c2c(n3cnnc13)-c1ccccc1CC21CCCCC1
41: O=C(c1ccc(F)cc1)C1CCN(C(=O)Nc2ccc(F)cc2F)CC1
Assay by compound,33,34,35,36,37,38,39,40,41
Chronic BCR inh,-26%,1%,17%,2%,?,?,?,-18%,4%
MLL CXXC-DNA inh,13%,.,-3%,7%,-6%,5%,-3%,1%,0%
TCR act,.,7%,4%,1%[46.1 µM],8%,-4%,-6%,-2%,-8%
GALK inh,-2%,.,1%,1%,1%,-2%,-1%,1%,-1%
A-T KAP1 phos,-1%,3%,-6%,0%,-2%,3%,0%,3%,-1%
TSHR antagonist,-4,-11,-7,6,-5,0,3,5,-9
hERG WT inh,2,.,1,0,-1,-13,-1,2,-5
Tb PFK inh,2%,-4%,-4%,4%,2%,5%,-4%,-2%,1%
Giardia killer,-9,-14,-6,-16,21,13,12,4,23
Coupling enz,0,.,13,1,-1,1,0,4,1
